# Assay outcomes (PubChem BioAssay)
# PLK1 PBD block: inhibitors of human PLK1 polo-box domain binding; P53350; Potency, µM, inactives show max response, negative = inhibition, usual class: inhibitors; Plk1 PBD binding of FITC phosphopeptide, fluorescence polarization; 2.8% of 360,000 active; also: potency is read from the fitted curve at half-maximal effect; series mostly up to about 57 µM; % is scaled to controls: 0 for no effect and ±100 for the full control effect; nearly all actives have a fitted effect of over 65% in size
# Target sequence (P53350 whole entry, looked up, the tested form may be a part): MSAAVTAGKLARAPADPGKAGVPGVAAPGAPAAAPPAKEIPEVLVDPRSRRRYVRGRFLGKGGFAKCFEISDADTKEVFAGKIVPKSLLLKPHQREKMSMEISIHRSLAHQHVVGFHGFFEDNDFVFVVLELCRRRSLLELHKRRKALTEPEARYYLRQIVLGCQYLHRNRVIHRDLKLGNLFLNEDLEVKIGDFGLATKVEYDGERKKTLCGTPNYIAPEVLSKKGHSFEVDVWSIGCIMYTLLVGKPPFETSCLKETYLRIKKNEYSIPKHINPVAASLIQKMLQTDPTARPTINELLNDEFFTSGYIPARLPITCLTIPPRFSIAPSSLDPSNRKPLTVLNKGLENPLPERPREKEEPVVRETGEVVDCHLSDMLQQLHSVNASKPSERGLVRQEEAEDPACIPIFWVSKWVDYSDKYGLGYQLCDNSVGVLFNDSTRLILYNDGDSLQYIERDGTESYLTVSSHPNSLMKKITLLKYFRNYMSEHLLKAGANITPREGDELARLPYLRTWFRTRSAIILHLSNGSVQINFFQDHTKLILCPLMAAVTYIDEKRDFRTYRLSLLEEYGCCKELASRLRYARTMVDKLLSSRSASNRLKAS
# GLP1R cytotox: cytotoxic in the GLP-1 receptor inverse agonist counter-screen; HEK293 cAMP-luciferase reporter cells, luminescence, 24 h; 0.13% of 410,000 active; Potency, µM (titrated, usually from 38.3 µM), for the others: at the top dose activity change, negative = inhibition, usual class: inhibitors; AID 624418;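 also: loss of luciferase light is scored as toxicity; potency is read from the fitted curve at half-maximal effect; % is scaled to controls: 0 for no effect and ±100 for the full control effect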
#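 Quantitative HTS format, 1536 wells, 200 cells/uL seeded. Compounds: 23 nL, 24 h, 37 °C. Detection: luciferase reagent, luminescence at 12 min RT; decreased signal taken as cytotoxic.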
# WRN inhibitor: blocks human WRN helicase. Q14191. WRN helicase unwinding, fluorescent forked duplex, kinetic. Potency, µM (top dose mostly 114 µM), without a hit: at the highest dose activity change, negative = inhibition, hits mostly inhibitors. 0.46% of 360,000 active. AID 651768; also: potency is read from the fitted curve at half-maximal effect; % is scaled to controls: 0 for no effect and ±100 for the full control effect; nearly all actives have a fitted effect of over 55% in size
#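 WRN at 20 nM final preincubated with compound 15 min at room temperature; reaction started with 100 nM fluorophore/quencher forked duplex oligonucleotide and 2 mM ATP final. Unwinding followed kinetically by red fluorescence (ex 525, em 598 nm).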
# DRD3 agonist: activates the human D3 dopamine receptor | P35462 | D3R DiscoveRx beta-arrestin cells, luminescence, 90 min | max activation, % | 0.58% of 410,000 active; in the data active = max activation above about 30%; also: 0% is about no effect; mostly tested at two doses, the higher about 12 µM
#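 Cells at 1500/well, incubated overnight, then treated with pinned compounds (dopamine as control) for 90 min at 37 degrees C. DiscoveRx reagent added for 30 - 60 minutes at room temperature; luminescence read.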
# GLP1R inv ag: inverse agonists of human GLP-1 receptor | HEK293 GLP-1R CRE-luciferase, luminescence, 24 h; GLP-1R form is constitutively active | Potency, µM (titrated, usually from 38.3 µM), for the others: top-dose activity change, negative = inhibition, actives largely listed as inhibitors | 1.6% of 410,000 active | AID 624417; also: potency is read from the fitted curve at half-maximal effect; % is scaled to controls: 0 for no effect and ±100 for the full control effect; nearly all actives have a fitted effect of over 55% in size
#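 Constitutively active GLP-1R drives a cAMP-responsive luciferase in stably transfected HEK293 cells; test compounds are added after overnight (12 h) attachment and left 24 hr, and signal loss in luminescence marks inhibition.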
# IL-2 act: IL-2 activation. activation, % (series mostly up to about 46 µM). 0.065% of 360,000 active. AID 652025. IL-2 activation reporter assay, cell-based qHTS; stimulated with anti-CD3/CD4/CD28 beads; in transgenic mouse T cells; in the data active = activation above about 50%; inconclusive = mostly about 30% to 49%; also: 0% is about no effect
#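 EGFP and DsRed fluorescence is measured by plate cytometry in unstimulated transgenic mouse T cells exposed to compound for 60 minutes, then stimulated 18 hours at 37 degrees C with anti-CD3/anti-CD4 beads plus anti-CD28.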
# PI5P4Ka inh: inhibitors of human PI5P4K alpha; PI5P4Kalpha enzyme, ADP-Glo luminescence, 60 min; active compounds read low; max response, %; 1.2% of 330,000 active; AID 652105; P48426; active = max response of -50% or lower; inconclusive = between -30% and -50%; inactive = -30% or higher; also: value at the top dose of about 77 µM; % is scaled to controls: 0 for no effect and ±100 for the full control effect
# Target sequence (P48426 whole entry, looked up): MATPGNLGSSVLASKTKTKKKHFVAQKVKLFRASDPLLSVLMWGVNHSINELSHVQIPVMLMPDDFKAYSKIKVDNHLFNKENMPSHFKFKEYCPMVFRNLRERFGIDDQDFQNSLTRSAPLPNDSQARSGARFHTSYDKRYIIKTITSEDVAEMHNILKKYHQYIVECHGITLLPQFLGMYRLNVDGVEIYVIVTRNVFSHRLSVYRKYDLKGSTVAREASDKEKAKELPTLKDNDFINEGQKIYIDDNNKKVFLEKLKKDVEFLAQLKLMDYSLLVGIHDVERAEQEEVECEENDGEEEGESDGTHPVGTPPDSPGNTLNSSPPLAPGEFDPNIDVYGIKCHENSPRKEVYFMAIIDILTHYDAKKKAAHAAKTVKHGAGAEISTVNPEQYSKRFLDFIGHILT
#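 ADP-Glo luminescence end-point read after a 60 min room-temperature kinase reaction of PI5P4Kalpha plus substrate, initiated with ATP at 5 microM final. Buffer: 0.038 M HEPES pH 7.4, EGTA, 0.1% CHAPS, 5% DMSO.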
# GLP-1R agonist: agonists of human GLP-1 receptor; P43220; HEK293 GLP-1R CRE-luciferase, luminescence, 4-6 h; cells express a hypersensitive GLP-1R form; Potency, µM (top dose mostly 45.6 µM), for inactives: at the highest dose activation, usual class: activators; 0.007% of 380,000 active; AID 624172; also: potency is read from the fitted curve at half-maximal effect; % of control where 0% means no effect
# DRD3 antagonist: D3 dopamine receptor (human) antagonism; P35462; D3R cells, DiscoveRx beta-arrestin luminescence, antagonist mode; active compounds read low; max response, negative = inhibition, %; 2.5% of 360,000 active; AID 652054; in the data active = max response below about -50%; inconclusive = no clear call, values can overlap the other calls; also: % is scaled to controls: 0 for no effect and ±100 for the full control effect; mostly tested at two doses, the higher about 12 µM
#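 Cells plated overnight at 1500 cells/well, then exposed to library compounds with dopamine controls for 90 minutes at 37 degrees C. DiscoveRx reagent added for 30–60 minutes at room temperature; luminescence read, quantitative HTS format.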
# * hit, by the source's call; ? = inconclusive; / = no result given; & = joins results of further samples; [ ] = another dose, or the depositor's remark. Unless noted, calls follow the shape of the dose curve; as a rule, active = well fitted curve in the direction sought with a large enough effect; inconclusive = small, poorly fitted or top-dose-only effect, or another doubt; inactive = no such curve, though single readings can be large; an effect the other way counts as inactive or inconclusive. No enrichment for hits; about 7.8% have a hit in one of these screens.
SMILES,PLK1 PBD block,GLP1R cytotox,WRN inhibitor,DRD3 agonist,GLP1R inv ag,IL-2 act,PI5P4Ka inh,GLP-1R agonist,DRD3 antagonist
CCn1c(=S)sc2c(=O)n(CC(=O)NCCCc3ccccc3)c(C)nc21,-8%,-2%,6%,2,12%,-0.4,-4,-1%,-2
FC(F)(F)c1ccc(C2[C@H]3CN(Cc4cccnc4)[C@H](c4ccccc4)C34CC2(c2ccccc2)C4)cc1 (some centres not stated),2%,2%,-1%,6,?,0.1,-1,3%,41
COc1ccc(-c2cc(-c3ccccc3)nc(N3CCCC3)n2)cc1OC,-5%,-5%,-11%,41*,20%,0.3,/,5%,49
O=C(CCC(=O)Nc1ccccc1)NNS(=O)(=O)c1ccccc1[N+](=O)[O-],-29%,1%,-4%,2,8%,-1.5,-2,0%,-13
CC(C)C(NC(=O)c1ccccc1)C(=O)NCc1ccccn1 (configuration not stated),-2%,2%,-2%,4,0%,3.5,/,4%,-5
CCCOc1ccccc1/C=N/Nc1ccnc(=O)[nH]1,-8%,11%,6%,-10,-1%,-3.5,-7,9%,-14
COc1ccc(OCC(O)Cn2c(N)nc3c2c(=O)[nH]c(=O)n3C)cc1 (configuration not stated),0%,-1%,2%,2,11%,-1.3,5,12%,9
CC(=O)c1ccc(N2CCN(S(=O)(=O)c3ccc(-c4cc(C)no4)s3)CC2)cc1,-11%,5%&12%,-5%,2&3,-3%&5%,-3.2,3,3%,14
CCC1(CC)NC(=O)N(CC(=O)N2CCc3ccccc32)C1=O,-8%,-1%,2%,1,?,-1.0,-6,1%,-6
CN(NS(C)(=O)=O)c1c(C#N)c(C(F)(F)F)nn1C,-4%,-4%,-7%,4,5%,3.6,1,1%,-10
Cc1ccc2sc(NC(=O)CN3C(=O)c4ccccc4C3=O)nc2c1C,-9%,4%,-1%,2,10%,1.7,5,-5%,2
O=C(c1cc(COc2ccc(F)cc2F)on1)N1C[C@H]2CC[C@H]1C2,-9%,2%,-1%,-1,?,-1.7,4,-5%,-23
COc1ccccc1NC(=O)N1CCOCC1,-5%,-1%,9%,9,24%,-2.9,-4,-1%,5
Cc1csc2nc3cc(C(N)=O)ccc3c(=O)n12,0%,54%[activator],1%,-6,37%[activator],0.0,-8,12%,4
CN(C)c1nc(N)nc(CSc2nnnn2-c2ccc(Cl)cc2)n1,-2%,-8%,-24%,-11,7%,-0.8,0,2%,0
Cc1cc(C)c(C#N)c(SCc2ccccc2F)n1,0%,20%,-1%,6,1%,2.5,12,9%,3
CCN1C(=O)[C@H]2[C@H]3CN=C(SCc4ccc(C#N)cc4)N3[C@@](C)(C(=O)OC)[C@H]2C1=O,-5%,1%,-5%,-1,16%,0.4,3,-1%,22
O=C(COC(=O)c1ccc(S(=O)(=O)N2CCCC2)cc1)Nc1ccccc1Cl,-20%,1%,3%,3,1%,0.6,3,-7%,23
COC(=O)C1=C(C)N(C)C(=O)NC1c1cc2c(cc1Br)OCO2 (configuration not stated),-8%,6%,1%,10,4%,0.7,0,-3%,-18
O=C(OCCCN1C(=O)c2ccccc2C1=O)c1ccco1,27µM*,-5%,8%,5,3%,-0.5,-1,-6%,10

# Gathered by group, those above with fluorine (four)
SMILES,PLK1 PBD block,GLP1R cytotox,WRN inhibitor,DRD3 agonist,GLP1R inv ag,IL-2 act,PI5P4Ka inh,GLP-1R agonist,DRD3 antagonist
FC(F)(F)c1ccc(C2[C@H]3CN(Cc4cccnc4)[C@H](c4ccccc4)C34CC2(c2ccccc2)C4)cc1 (some centres not stated),2%,2%,-1%,6,?,0.1,-1,3%,41
CN(NS(C)(=O)=O)c1c(C#N)c(C(F)(F)F)nn1C,-4%,-4%,-7%,4,5%,3.6,1,1%,-10
O=C(c1cc(COc2ccc(F)cc2F)on1)N1C[C@H]2CC[C@H]1C2,-9%,2%,-1%,-1,?,-1.7,4,-5%,-23
Cc1cc(C)c(C#N)c(SCc2ccccc2F)n1,0%,20%,-1%,6,1%,2.5,12,9%,3

# Reformatted: 3 of the compounds above
# Fields: PLK1 PBD block, GLP1R cytotox, WRN inhibitor, DRD3 agonist, GLP1R inv ag, IL-2 act, PI5P4Ka inh, GLP-1R agonist, DRD3 antagonist
Cc1ccc2sc(NC(=O)CN3C(=O)c4ccccc4C3=O)nc2c1C
  -9%, 4%, -1%, 2, 10%, 1.7, 5, -5%, 2
O=C(c1cc(COc2ccc(F)cc2F)on1)N1C[C@H]2CC[C@H]1C2
  -9%, 2%, -1%, -1, ?, -1.7, 4, -5%, -23
COc1ccccc1NC(=O)N1CCOCC1
  -5%, -1%, 9%, 9, 24%, -2.9, -4, -1%, 5

# The listing continues.
SMILES,PLK1 PBD block,GLP1R cytotox,WRN inhibitor,DRD3 agonist,GLP1R inv ag,IL-2 act,PI5P4Ka inh,GLP-1R agonist,DRD3 antagonist
CC(C)(C)c1ccc(C(=O)N2CCN(c3ncccn3)CC2)cc1,6%,5%,2%[57.1 µM],7,3%,-2.3,-2,-1%,4
Cc1ccc(-n2c(C)c3c(C)nnc(C)c3c2C)cc1N,-5%,-7%[7.66 µM],12%,-8,4%[7.66 µM],-0.1,-3,-1%,-26
COc1ccc(CC(NC(C)=O)C(=O)NC2CCN(c3nnnn3-c3ccccc3)CC2)cc1 (configuration not stated),-2%,-1%,-6%,6,9%,2.3,10,19%,13
CC1(C)CN(C2CCCCC2)C(=O)[C@H]1CC(=O)Nc1ccc(Br)cc1,1%,1%,-7%,5,7%,0.9,3,-4%,10
CCN(CC)CCn1c2ccc(F)cc2c2nc(C)sc21,-4%,-6%,-1%,-10,-33%,-2.8,/,-11%,-13
COC(=O)c1cc(=O)n(Cc2ccc3c(c2)OCO3)c(=Nc2ccc(F)cc2)s1,-11%,-9%,-10%,-1,?,-1.2,6,-6%,2
Cc1ccc(CNC(=O)c2cc3c(=O)n4ccccc4nc3n(Cc3ccco3)c2=N)cc1,-10%,158%[activator],-11%,-23,55%[activator],-2.2,-7,-7%,-12
O=[N+]([O-])c1ccccc1S(=O)(=O)N1CCN(c2ccccn2)CC1,2%,1%,9%,0,18%,0.1,-7,-6%,0
COc1ccc(CCN2C(=O)C3C4C=CC(C3C2=O)C2C(=O)N(CCc3ccc(OC)c(OC)c3)C(=O)C42)cc1OC (configuration not stated),-10%,-2%,12%,31*,0%,0.4,/,-9%,-19
CCOC(=O)CC(NS(=O)(=O)Cc1ccccc1)c1ccc(C)cc1 (configuration not stated),-10%,-5%,?,-1,?,-0.8,3,10%,-22
CC(=O)C(C(c1ccccc1)N1CCCc2ccccc21)N1CCOCC1 (configuration not stated),-1%,-12%,-5%,6,?,1.2,4,10%,4
O=C(Nc1cn(-c2ccccc2)nc1-c1ccc(Cl)cc1)c1ccccc1,-3%,14%,-2%,1,12%,-1.6,2,-8%,13
O=C(CSc1nnc(Cn2c(=O)sc3ccccc32)n1-c1ccccc1)N1CCCC1,3%,0%,5%,-6,-5%,-3.0,-7,-2%,-20
COc1cccc(NC(=O)c2ccc3c(c2)OCCO3)c1,0%,-14%,12%,0,?,0.4,-22,-4%,-10
Cc1cc(C)cc(NC(=O)C(=O)NCC2CCCO2)c1 (configuration not stated),-2%,-35%,-2%,-3,3%,0.3,1,0%,9
Cc1nc2c(ccc3c2ccc2nc(C)sc23)s1,-2%,24%,-4%,7,26%,0.6,-1,-7%,?
COc1ccc(NC(=O)NCc2ccc3c(c2)OCO3)cc1OC,6%,-29%,-5%,-6,24%,0.1,1,0%,-17
C=CCOCCN1C(=O)C2C3C=CC(C2C1=O)C1C2C(=O)N(CCOCC=C)C(=O)C2C31 (configuration not stated),?,3%,?,-2,8%,-5.5,-2,4%,-10
Cc1cc(Nc2cccc(C)c2C)n2ncnc2n1,-9%,2%,-3%,2,1%,-0.8,3,5%,-11
O=C(COc1ccc(S(=O)(=O)NC2CCCCC2)cc1)N1CCN(c2ccc(F)cc2)CC1,2%,-1%,-5%,4,?,-3.2,8,-2%,-26
CSc1nnc2c(n1)OC=Nc1ccccc1-2,-6%,-14%,1%[57.1 µM],-3,0%,-3.3,2,0%,-16
O=C1[C@H]2[C@@H](C(=O)N1c1cccc3ccccc13)C1(C(=O)c3ccccc3C1=O)N1CCC[C@@H]21,-3%,11%,-6%,0,5%,-2.6,4,7%,-7
Cc1cc(N2CCN(c3ccccn3)CC2)n2nc(C)nc2n1,-5%,13%,-20%,0,26%,-0.3,4,0%,-4
O=C(COC(=O)C1=COCCO1)Nc1ccc(Oc2ccccc2)cc1,0%,4%,-18%,-2,-13%,-1.6,-1,5%,-9
C=CCOC(=O)C1=C(C)NC(C)=C(C(=O)OCC=C)C1c1ccco1,-6%,7%,-11%,1,11µM*,-0.6,0,-1%,7
COc1ccccc1CNC(=O)CCn1c(=O)[nH]c2ccsc2c1=O,3%,2%,2%,6,0%,6.3,/,-3%,-4
Cc1ccc(C(O)c2ncc(-c3cccc(F)c3)[nH]2)cc1 (configuration not stated),3%,5%,-1%,0,?,-0.1,5,11%,14
CCOC(=O)C(=NCC1CCCO1)NNc1ccccc1Cl (configuration not stated),-13%,1%,-5%,-3,?,-0.3,6,24%,-5
Cc1ccc(S(=O)(=O)N2CCC(C(=O)N3CCC[C@H]3C(=O)NCc3ccco3)CC2)cc1,-18%,9%,-3%,-5,9%,-0.2,-2,0%,-22
Cc1ccc2c(CSc3nncs3)cc(=O)oc2c1,?,-1%,-5%,6,8%,2.0,/,0%,12
O=C(CCCOc1ccccc1)N1CCN(S(=O)(=O)c2ccccc2)CC1,-2%,16%,-16%,6,2%,0.9,-6,-12%,-28
CCOC(=O)/C=C/C(=O)OCc1csc(CC(=O)Nc2ccccc2C)n1,-10%,-9%,3%,-6,84%[activator],-3.9,-7,-5%,7
